# Source: PubChem BioAssay
# Scp1 inh = Scp-1 phosphatase inhibitors, primary screen, biochemical, colorimetric, uHTS; Carboxy-terminal domain RNA polymerase II polypeptide A small phosphatase 1 (Homo …; Recombinant Scp1, phosphopeptide, malachite green phosphate absorbance; inhibition, % at 20 µM; 0.88% of 340,000 active;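 active = inhibition above about 50% at 20 µM, limit read from the data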;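 note: plate controls were DMSO wells with enzyme for no effect and wells lacking enzyme for full effect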
# Target sequence (Q9GZU7 76-261 limits assumed): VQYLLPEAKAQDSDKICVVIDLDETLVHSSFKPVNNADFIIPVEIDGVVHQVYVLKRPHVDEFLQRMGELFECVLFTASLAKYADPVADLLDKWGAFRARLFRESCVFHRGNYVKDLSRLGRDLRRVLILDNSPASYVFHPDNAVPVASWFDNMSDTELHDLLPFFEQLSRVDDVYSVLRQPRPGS
#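 Test system: SCP-1 phosphatase catalytic domain, residues 76-261; measured by: colorimetric phosphate reagent with accelerator and stabiliser, absorbance at 630 nm; timing: enzyme reaction 45 min at room temperature, colour 5 min, stabilisation 30 min; also added: Phosphorylated 17-residue peptide substrate; compound dosing: one concentration, 20 µM, with 1.0% DMSO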
# Tb MetRS inh = T. brucei MetRS inhibitors, primary screen, biochemical, luminescence; methionyl-tRNA synthetase (Trypanosoma brucei brucei); purified T. brucei MetRS, ATP depletion, Kinase-Glo luminescence; inhibition, % at 11.9 µM; 0.4% of 360,000 active; AID 624268, 2012;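 active = inhibition above a per-plate cutoff of the control wells' mean inhibition plus 3 SD, cut at about 5.5% in these data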;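 note: 0% = DMSO wells median and 100% = median of wells with control inhibitor compound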
#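 Dosing: 11.9 µM single point; system: parasite MetRS enzyme; technique: luminescence of leftover ATP; times: 15 min enzyme-compound preincubation, 2 h reaction, 10 min detection, 25 °C; replicates: each compound tested once; read-out basis: percent inhibition relative to median high and low control wells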
# bovine MsrA act = bovine MsrA enzyme activators, primary screen, biochemical, absorbance, HTS | Methionine sulfoxide reductase A (Bos taurus) | purified bovine MsrA, absorbance read-out | activation, % at 10.6 µM | 0.3% of 360,000 active | AID 602163, 2012; in the data active = activation above about 7.5%;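 note: 0% = vehicle and 100% = reference activator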
# STEP block = STEP phosphatase inhibitors, primary screen, biochemical, fluorescence intensity, uHTS | recombinant STEP, OMFP fluorogenic substrate | Tyrosine-protein phosphatase non-receptor type 5 (Homo sapiens), P54829 | 0.25% of 360,000 active | inhibition, % at 20 µM;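 active = inhibition at 20 µM, scaled per plate between control wells, above about 37%, limit read from the data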;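 note: 0% = DMSO with enzyme and substrate and 100% = substrate only without enzyme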
# Target sequence (P54829 whole entry, looked up): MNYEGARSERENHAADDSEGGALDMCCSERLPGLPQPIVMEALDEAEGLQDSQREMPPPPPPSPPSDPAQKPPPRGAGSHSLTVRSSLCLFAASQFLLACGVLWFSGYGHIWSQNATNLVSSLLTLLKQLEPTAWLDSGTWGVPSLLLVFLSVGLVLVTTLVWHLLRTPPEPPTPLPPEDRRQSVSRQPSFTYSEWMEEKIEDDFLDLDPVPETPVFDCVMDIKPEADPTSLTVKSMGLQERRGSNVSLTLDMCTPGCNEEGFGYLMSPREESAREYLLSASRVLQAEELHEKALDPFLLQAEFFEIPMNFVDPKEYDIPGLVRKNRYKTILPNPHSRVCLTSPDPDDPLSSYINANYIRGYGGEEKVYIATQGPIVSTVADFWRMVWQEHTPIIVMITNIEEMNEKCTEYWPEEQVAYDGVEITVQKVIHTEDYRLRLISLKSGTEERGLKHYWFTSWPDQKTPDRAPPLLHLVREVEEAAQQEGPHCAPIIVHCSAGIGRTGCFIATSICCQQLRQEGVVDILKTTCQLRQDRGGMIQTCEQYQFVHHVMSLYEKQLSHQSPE
#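 Also added – OMFP at 25 µM · Test system – STEP tyrosine phosphatase · Technique – FITC-channel fluorescence of OMFP product · Schedule – 20 min at room temperature, dark · Evaluation – control-normalized % inhibition with plate pattern correction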
# DNMT1 block = human DNMT1 methyltransferase inhibitors, primary screen, biochemical, molecular beacon, fluorescence, HinP1I cleavage, uHTS | inhibition (reported as % activation of signal), % at 10 µM | 0.83% of 360,000 active | AID 588458, 2011; in the data active = inhibition above about 50%
# LMPTP inh = LMPTP phosphatase inhibitors, primary screen, biochemical, fluorescence intensity, uHTS; Low molecular weight phosphotyrosine protein phosphatase (Homo sapiens), P24666; recombinant LMPTP-A, OMFP fluorogenic substrate; inhibition, % at 20 µM; 0.22% of 360,000 active; AID 651560, 2012;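 active = compounds that cut the enzyme signal by at least half of the control window in the single-dose screen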;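 note: plate controls were DMSO wells with enzyme plus substrate for no effect and substrate without enzyme for full effect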
# Target sequence (P24666 whole entry, looked up): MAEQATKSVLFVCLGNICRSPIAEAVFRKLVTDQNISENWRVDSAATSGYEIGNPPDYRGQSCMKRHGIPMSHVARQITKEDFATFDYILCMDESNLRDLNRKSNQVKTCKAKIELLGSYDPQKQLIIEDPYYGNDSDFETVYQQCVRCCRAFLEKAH
#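 Assay system: LMPTP-A enzyme. Input: 0.625 nM LMPTP-A final. Probe or stimulus: 400 µM OMFP. Compound dosing: single 20 µM dose. Schedule: 50 min dark incubation at room temperature. Detection: fluorescence intensity of OMFP turnover product. Read-out: percent inhibition versus substrate-only and uninhibited controls. Benchmarks: no-enzyme low control, uninhibited high control.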
# SUMO1 PPI mod = modulators of SUMO1 protein-protein interactions, primary screen, biochemical, uHTS | inhibition, % at 20 µM | Small ubiquitin-related modifier 1 (Homo sapiens), P63165 | 0.33% of 360,000 active | SUMO1 binding to a labelled peptide, TR-FRET, 1 h; in the data active = inhibition above about 37%
# Target sequence (P63165 whole entry, looked up): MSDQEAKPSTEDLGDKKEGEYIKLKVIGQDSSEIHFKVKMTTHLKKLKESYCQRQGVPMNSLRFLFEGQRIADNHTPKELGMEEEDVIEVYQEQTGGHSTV
# CendR NRP1 mod = modulators of CendR peptide binding to NRP-1, primary screen, biochemical, fluorescence polarization, uHTS | Neuropilin-1 (Homo sapiens), O14786 | AID 602438, 2012 | FAM-RPARPAR peptide binding to NRP-1 | 0.85% of 360,000 active | inhibition, % at 25 µM;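 active = inhibition or corrected inhibition above about 18%, plus a signal ratio from 0.5 to 1.5, limit read from the data, passing the limit was not always enough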; note: strong numbers were not always called active
# MsrA inh = bovine MsrA enzyme inhibitors, primary screen, biochemical, absorbance, HTS. Methionine sulfoxide reductase A (Bos taurus). purified bovine MsrA, absorbance read-out. inhibition, % at 15.5 µM. 0.75% of 360,000 active. AID 651718, 2012; in the data active = inhibition above about 4.5%;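 note: 0% = vehicle wells with enzyme and 100% = reference inhibitor wells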
# E coli Lon inh = inhibitors of E. coli Lon protease, primary screen, biochemical, fluorescence polarization. P0A9M0. purified E. coli Lon protease. inhibition, % at 7.94 µM. 0.42% of 360,000 active. AID 602123, 2011; in the data active = inhibition above about 13%, passing the limit was not always enough;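 note: 0% = enzyme with probe and DMSO and 100% = no enzyme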
# Active calls of the source: *; x = no result given; & = joins results of further samples. Rows were taken by chance; about 4.3% have a hit in one of these screens.
SMILES,Scp1 inh,Tb MetRS inh,bovine MsrA act,STEP block,DNMT1 block,LMPTP inh,SUMO1 PPI mod,CendR NRP1 mod,MsrA inh,E coli Lon inh
CCOc1cccc(/C=N/NC(=O)c2cc(-c3cccn3C)n[nH]2)c1O,-10,-0.2,-2,0,-23,1.9,2,-3,0.1,4
Cc1ccccc1CS(=O)(=O)CC1(O)CCN(C(=O)c2cccc(C(F)(F)F)c2)CC1,-7,-0.6,-3,1,-1,-0.1,0,-6,-1.0,-4
O=C1CCC(CCC(=O)N2CCCC(C(=O)c3ccc(Cl)cc3)C2)=NN1 (stereo not drawn),-6,-0.3,-2,-3,3,-1.0,1,7,0.1,3
Nc1nc(O)c(Sc2ccccc2[N+](=O)[O-])c(=O)[nH]1,8,0.4,-2,1,2,0.1,-12,-3,0.6,-4
O=C(c1ccc(N2CCCC2=O)cc1)N1CCN(c2ccc(C(F)(F)F)cc2[N+](=O)[O-])CC1,x,-0.1,-1,1,4,1.0,-27,-1,-0.6,11
COC(=O)[C@@]1(Cc2ccc(F)cc2)[C@H]2c3cc(C(=O)N(C)C)n(Cc4cc(F)cc5c4OCOC5)c3C[C@H]2CN1C(=O)c1ccccc1,x,-0.7,-3,x,x,2.9,2,-20,1.0,-10
Cc1cnc(C(=O)Nc2cccc3ncccc23)cn1,-7,-2.5,-12,-2,12,-0.8,-7,7,1.4,-3
Brc1ccc(-c2csc3[n+]2CCCCC3)cc1,-5,0.1,-3,1,2,0.4,0,1,1.4,7
COc1cc(-c2noc(C)c2C(=O)NCC[C@@H]2CCCN2C)cc(OC)c1OC,-5,1.2,1,-2,6,-5.9,-14,2,-0.3,-2
COc1cccc(/C=C/C(=O)OCC(=O)Nc2cc(C(F)(F)F)ccc2Cl)c1,-8,-1.6,-11,0,6,1.6,0,39*,0.8,-2
O=C1CCCCC(=O)[C@H](O)C[C@H](COCc2ccccc2)O1,x,-0.7,-3,x,x,0.4,-1,3,0.1,3
CC1(C(=O)O)CCC(C(=O)Nc2ccc(F)cc2)C1(C)C (stereo not drawn),-16,0.1,-3,1,0,-0.1,7,2,0.6,-3
CCOC(=O)c1ccc(Oc2nc(OC)nc(N(C)C)n2)cc1,-8,-0.3,0,-3,2,-0.6,1,-4,-0.4,7
O=C(O)COc1ccccc1/C=N/NC(=O)CSc1nc2ccccc2s1,2,-0.1,-1,-2,-2,-0.8,-5,-4,0.7,2
ON(CCc1ccccn1)CCc1ccccn1,-3,-0.2,-6,-3,5,1.5,-2,16,x,38*
Cc1ccsc1/C=N/NC(=O)c1ccc2c(c1)OCCO2,-7,0.5,-5,0,6,-1.8,-15,16,3.5,5
CC1(C)C(C=C(Cl)Cl)C1C(=O)N(Cc1ccccc1Cl)C1CCS(=O)(=O)C1 (stereo not drawn),-4,0.0,0,-2,-3,1.5,-2,-1,-0.9,-1
N#CC1=C(N)Oc2n[nH]c(-c3cccs3)c2C1c1ccncc1 (stereo not drawn),-3,-0.3,-5,-1,0,-2.2,-2,2,0.1,-14
Cc1cccc(NS(=O)(=O)c2cccc(C(=O)N3CCCC(C(F)(F)F)C3)c2)c1 (stereo not drawn),-7,-0.3,-1,0,-6,-8.8,-99,2,-0.2,-4
O=C(Nc1ccccc1)c1ccc(S(=O)(=O)N2CCOCC2)cc1,-15,-1.7,-9,-2,3,-1.0,2,0,0.2,-6
CC1(C)CNC(=O)CC(C)(C)N1O,0,-0.3,-3,-1,1,-1.4,0,12,0.8,-3
Cc1nc2cc3sc(C)nc3cc2s1,-5,-0.3,-3,1,1,-1.0,5,2,-1.1,10
O=C(Nc1cnn(Cc2ccccc2)c1)c1cc2nc(-c3ccco3)cc(C(F)(F)F)n2n1,-10,0.2,1,1,-1,0.4,-2,-3,0.8,-5
COc1ccc(C2/C(=C(\O)c3ccc4c(c3)OCCO4)C(=O)C(=O)N2c2nc(C)c(C(C)=O)s2)cc1 (stereo not drawn),-5,0.1,-8,5,1,15,-20,0,2.9,2
CN1CCN(Cc2nc3ccccc3c(=O)n2Cc2nc(-c3ccc4ccccc4c3)cs2)CC1,2&0,0.0&0.3,2&0,2&5,-11&-12,-4.4&-2.0,-47&-12,2&5,0.7&-0.6,-11&17
COc1ccccc1NC(=O)c1cc2c(=O)n(C)c3ccccc3c2n1C,-2,-0.1,-2,3,-6,1.2,-6,-12,-0.1,1
Cc1ccc(S(=O)(=O)CCC#N)cc1,-10,0.4,-1,1,2,2.0,-4,15,1.2,-1
CSCC[C@H](NC(=O)CC(C)(C)C)c1nc2ccccc2[nH]1,7,-0.9,-13,3,7,0.8,1,-5,0.2,-6
COc1cc(C(c2nnnn2C2CCCC2)N2CCN(C(=O)c3ccco3)CC2)cc(OC)c1OC (stereo not drawn),-7,-0.2,-1,-2,0,0.4,7,0,-1.4,-1
COc1ccc(C)cc1S(=O)(=O)N(C)CC(=O)NCc1ccco1,7,-1.7,-10,-1,-2,-0.9,4,-2,0.3,-4
NC(=O)c1ccccc1N/C=C/C(=O)c1ccc(Cl)cc1,3,-3.2,-9,0,-1,-0.7,-14,-3,1.0,-8
CN(C(=O)CSc1cccc[n+]1[O-])C1CCCCC1,12,-0.5,-5,3,2,-0.8,-3,-4,-0.4,7
COc1ccc(C(=O)/C=C/c2ccc(-c3ccccc3)cc2)cc1CSCC(=O)O,x,0.2,-5,3,56*,6.1,-2,-99,3.4,0
Cc1cccn(Cc2c(Cl)cccc2Cl)c1=O,-1,-0.2,-1,0,-1,-0.9,-1,-7,0.9,-7
CCN(CC)c1ccc2cc(C(N)=O)c(=N)oc2c1,-3,0.5,-3,-8,2,-21,-16,135,0.6,-92
O=C(Nc1ccc(S(=O)(=O)NC2CCCC2)cc1)c1cnccn1,-2,-1.4,-12,-2,-2,0.2,1,-5,-0.7,1
COc1ccc(Cn2nnnc2C(c2cc3cccc(C)c3[nH]c2=O)N2CCOCC2)cc1 (stereo not drawn),-2,0.4,-5,-3,1,-0.6,-14,4,1.7,0
Cc1cccc(C(=O)Nc2cc(S(=O)(=O)N3CCOCC3)ccc2N2CCCCC2)c1,3,0.1,0,7,-8,4.2,2,-2,0.6,-4
O=C(O)c1cccc(N/N=C/c2ccc(OC(F)(F)F)cc2)c1,1,-0.8,-3,5,1,1.5,-3,8,1.4,-4
COc1ccc(/C=C(\NC(=O)c2ccco2)C(=O)Nc2ccc(C(C)=O)cc2)cc1,2,-0.5,-9,0,0,-0.6,-4,0,5.4*,-8

# Entries of single compounds, looked up by structure. Values in the order: Scp1 inh | Tb MetRS inh | bovine MsrA act | STEP block | DNMT1 block | LMPTP inh | SUMO1 PPI mod | CendR NRP1 mod | MsrA inh | E coli Lon inh
# `O=C(O)c1cccc(N/N=C/c2ccc(OC(F)(F)F)cc2)c1` in the list: 1 | -0.8 | -3 | 5 | 1 | 1.5 | -3 | 8 | 1.4 | -4
# `COc1ccc(C2/C(=C(\O)c3ccc4c(c3)OCCO4)C(=O)C(=O)N2c2nc(C)c(C(C)=O)s2)cc1` (stereo not drawn) in the list: -5 | 0.1 | -8 | 5 | 1 | 15 | -20 | 0 | 2.9 | 2
# `CSCC[C@H](NC(=O)CC(C)(C)C)c1nc2ccccc2[nH]1` in the list: 7 | -0.9 | -13 | 3 | 7 | 0.8 | 1 | -5 | 0.2 | -6
# `O=C(Nc1ccc(S(=O)(=O)NC2CCCC2)cc1)c1cnccn1` in the list: -2 | -1.4 | -12 | -2 | -2 | 0.2 | 1 | -5 | -0.7 | 1

# (listing goes on)
SMILES,Scp1 inh,Tb MetRS inh,bovine MsrA act,STEP block,DNMT1 block,LMPTP inh,SUMO1 PPI mod,CendR NRP1 mod,MsrA inh,E coli Lon inh
O=C(CCN1CCN(C/C=C/c2ccccc2)CC1)Nc1ccccc1F,-7,-0.3,-3,-5,-2,-3.7,-2,-6,1.6,-9
Cc1ccc(NC(=O)c2ccc(S(=O)(=O)N3CCOCC3)cc2)cc1,-2,-0.3,-8,-2,1,-0.1,5,-1,-0.1,1
CC(C)CC(=O)Nc1cc2nn(-c3ccccc3)nc2cc1Cl,-5,0.5,-3,0,6,-0.3,-5,-2,0.0,0
Cc1ccc(S(=O)(=O)CCN2C=CC(C(F)(F)F)=NCC2)cc1,-2,-0.1,0,0,-3,0.0,-5,-4,3.1,4
CC1CCCN(c2nc3c(c(=O)[nH]c(=O)n3C)n2CCCc2ccccc2)C1 (stereo not drawn),-3,-0.7,-1,0,0,-1.5,9,3,-0.4,9
CCOC(=O)c1ccc(COC(=O)CNS(=O)(=O)c2ccccc2)cc1,-9,2.3,-1,1,-3,0.3,1,8,-0.7,0
COc1cccc(/C=N\NC(=O)c2ccc(Cn3cc(Br)c([N+](=O)[O-])n3)o2)c1O,-5,0.1,-3,5,-1,8.5,-11,4,2.9,0
CCn1c(SCc2cccc(OC)c2)nc2ccccc2c1=O,-11,-0.6,-1,2,0,2.0,5,3,-0.9,11
CCOC(=O)C1=C(CSc2nc(CC)c(C)cc2C#N)OC(N)=C(C#N)C1c1ccc(OC)cc1 (stereo not drawn),-11,0.9,-1,-6,-12,0.7,-7,-28,1.4,-28
Oc1cc(OCc2ccccc2)ccc1-c1[nH]ncc1-c1ccccc1,-5,-1.0,-10,1,-12,2.6,-8,9,2.1,-2
COc1cc(Nc2nc3ccc(Cl)cc3n3cnnc23)cc(OC)c1OC,-5,0.2,-1,1,-25,-2.1,-2,-27,-1.9,-140
COC(=O)NNC(=O)C(C)Oc1ccc(Cl)cc1Cl (stereo not drawn),-7,0.7,1,-2,0,-0.4,2,-7,x,-5
CCN(CC)S(=O)(=O)c1ccc2nc(CSc3nnnn3-c3ccc(O)cc3)[nH]c2c1,-1,1.2,1,0,-4,-2.3,6,1,-0.3,1
Cc1ccc2c(c1)CCCN2C(=O)c1ccncc1,0,-0.6,-2,-3,0,-1.9,0,-7,0.9,-2
Cc1noc(C)c1C(=O)Nc1ccccc1-c1ccccc1,-3,-0.2,-4,-4,6,-1.3,0,-2,0.0,-8
Fc1ccc(CN2CCN(c3ncccn3)CC2)cc1,-11,0.5,-3,0,0,-1.0,-1,-3,-0.7,-4
COc1ccc(NC(=O)CCn2c(=O)c3cccn3c3ccccc32)cc1,-4,0.3,-2,-2,3,-0.2,3,16,0.9,8
